Screening results (PubChem)
PGE2 EP2 inh = inhibitors of human EP2 prostaglandin E2 receptor. C6 glioma cells expressing human EP2, cAMP TR-FRET; cells stimulated with saturating PGE2. inhibition, % at 25 µM. 260,000 tested, 0.52% active. AID 1422;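 active means percent inhibition above 40 after rounding to a whole number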;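 further: rat C6 glioma host cells with rolipram phosphodiesterase inhibitor present; the protocol text gives 20 µM as final concentration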
Target sequence (P43116 whole entry, looked up): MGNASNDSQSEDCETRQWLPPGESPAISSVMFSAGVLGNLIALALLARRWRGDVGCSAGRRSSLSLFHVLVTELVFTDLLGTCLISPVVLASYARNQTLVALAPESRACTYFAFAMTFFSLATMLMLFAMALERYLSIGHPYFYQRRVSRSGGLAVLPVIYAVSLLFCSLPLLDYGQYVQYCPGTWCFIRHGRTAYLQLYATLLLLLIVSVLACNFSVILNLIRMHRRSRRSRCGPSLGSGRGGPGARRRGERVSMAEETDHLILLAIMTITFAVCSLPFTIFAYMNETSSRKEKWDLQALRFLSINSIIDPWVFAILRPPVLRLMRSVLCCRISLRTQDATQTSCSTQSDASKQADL
EP2 modulator = modulates human prostaglandin E2 receptor EP2 signaling | P43116 | EP2-expressing cells, cAMP HTRF FRET, PGE2 co-stimulation | induction, % at 25 µM | 260,000 tested, 0.83% active | AID 940;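 active means compounds whose cAMP rise, as percent of the full-agonist control response, exceeds 60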;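 further: rat C6 glioma line stably carrying human EP2 under a CMV promoter; the protocol text gives 20 µM as final concentration; 100% = response of wells given 1 µM PGE2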
Numbers without * were called inactive; x = no result given. An excerpt, so the mix of outcomes need not match the whole.

Values run as follows: PGE2 EP2 inh	EP2 modulator
- CCc1c(C)sc2ncn(C3CCN(C(=O)c4cc(C(C)(C)C)[nH]n4)CC3)c(=O)c12
→ x	-14
- Cc1nn(CC(=O)N2CCN(c3ccccc3F)CC2)c(=O)c2cc3ccsc3n12
→ x	-39
- Cc1ncc(-c2ccncc2)c(C2CCCN(C(=O)c3cccc4cccnc34)C2)n1 (centres undefined)
→ x	19
- COc1cc(N)c(Cl)cc1C(=O)N1C2CCC1CC(c1ccc(F)cc1)C2 (centres undefined)
→ x	-36
- O=C1NC2(CCN(C(=O)CC34CC5CC(CC(O)(C5)C3)C4)CC2)Oc2ccccc21
→ x	-39
- CCn1c(N2CCC(C(=O)NCC(C)O)CC2)nc2ccccc21 (centres undefined)
→ x	-29
- CCOc1ccc2nc3c(cc2c1)CN(Cc1ccco1)C(=O)C(C)O3 (centres undefined)
→ x	-53
- CC(C)C(N)Cn1cnc2c(-c3ccc(Cl)cc3)nsc2c1=O (centres undefined)
→ x	-57
- COc1cccc(C2(NC(=O)c3cccc(N4CCCCS4(=O)=O)c3)CCCC2)c1
→ x	-5
- O=C(CN1CCC(O)(c2ccccn2)CC1)Nc1ccc(N2CCCCCC2)cc1
→ x	-44
- Cc1cc2cc3c(cc2n2c(=O)n(CCN4CCCCC4)nc12)OCO3
→ x	-86
- CC(C)n1nc(CC(=O)N2C3CCC2CC(c2ccc(F)cc2)C3)c2ccccc2c1=O (centres undefined)
→ x	7
- O=C(c1ccc(-n2cccc2)cc1O)N1CCn2c(nnc2C2CC2)C1
→ x	-21
- COc1ccc2[nH]c(CN3CCc4c(nc(N5CCCC(C)C5)[nH]c4=O)C3)c(C)c2c1 (centres undefined)
→ x	17
- COc1ccc(CC(=O)N2CCC(c3nc(C)ncc3-c3cc(C)no3)CC2)cc1
→ x	-11
- Cc1nn(C)cc1-c1nc(C(N)=O)c2[nH]c(=O)n(-c3ccccc3)c2n1
→ x	-3
- COc1ccc(NC(=O)c2ncoc2-c2ccc(F)cc2)cn1
→ x	-31
- COc1ccc(C(=O)N2CCCC(c3ccnc4cc(C)nn34)C2)cc1OC (centres undefined)
→ x	-15
- Cc1sc2nc(C3CC3)n(C3CCN(CC(=O)N4CCCC4)CC3)c(=O)c2c1C
→ x	-55
- Cc1cc(-c2cn[nH]c2C2CCCN(CC(=O)Nc3nccs3)C2)on1 (centres undefined)
→ x	24

2 neighbouring compounds already listed, quoted:
Values run as follows: PGE2 EP2 inh	EP2 modulator
- CCOc1ccc2nc3c(cc2c1)CN(Cc1ccco1)C(=O)C(C)O3 (centres undefined)
→ x	-53
- CC(C)C(N)Cn1cnc2c(-c3ccc(Cl)cc3)nsc2c1=O (centres undefined)
→ x	-57

More records follow.
Values run as follows: PGE2 EP2 inh	EP2 modulator
- CC(C)[C@H](Cn1nnc2ccccc21)NC(=O)c1cscn1
→ x	-21
- COc1ccc(-c2ccc(=O)n(CC3CCN(C(=O)C(C)(C)C)CC3)n2)cc1
→ x	-35
- O=C(Nc1ccc(F)cc1)N1CCC(c2ncncc2-c2ccncc2)CC1
→ x	-5
- COc1ccc(-c2nc3cnccn3c2NCc2ccc3c(c2)OCO3)cc1CO
→ x	-26
- CCCn1c(=O)[nH]c2c(C(N)=O)nc(-c3ccccc3F)nc21
→ x	-13
- Cc1cc(-c2cncnc2C2CCN(C(=O)Nc3ccccc3F)CC2)on1
→ x	-29
- CN1[C@@H](C(=O)NCCCn2ccnc2)C[C@@H](c2ccc(F)cc2)NS1(=O)=O
→ x	7
- O=C(Cc1ccc(O)cc1)N1CCC(c2nc3sc4c(c3c(=O)[nH]2)CCCC4)CC1
→ x	-28
- Cc1nn2c(NCCCO)c3c(nc2c1-c1cccs1)CCC3
→ x	-35
- COc1ccc(CN2CCC(CNC(=O)c3cnccn3)CC2)cc1
→ x	-17
- CCc1c(C)sc2ncn3c(=O)n(CC(=O)N(C(C)C)C(C)C)nc3c12
→ x	-21
- COc1ccc(CN2CCC(CNC(=O)c3cnc(C)cn3)CC2)cc1
→ x	-27
- CCn1c2cc(C)sc2c2cnn(CC(=O)NCc3cccs3)c(=O)c21
→ x	11
- Cc1cc2c(s1)c1cnn(CC(=O)N3CCCC(C)C3)c(=O)c1n2C (centres undefined)
→ x	-29
- Cc1cc2c(cc3c(=O)n(CC(=O)N(C)CCCc4ccco4)nc(C)n32)o1
→ x	-24
- Cc1cc(CN2CCOCC2)oc1C(=O)N1CCN(Cc2ccco2)C[C@@H]1C(C)C
→ x	-14
- Cc1cc(=O)[nH]c(NC2CCN(CC(=O)Nc3c(C)cccc3C)CC2)n1
→ x	-2
- CC1CCCCN1Cn1nc2c3ccccc3ncn2c1=O (centres undefined)
→ x	-26
- COc1ccccc1CC(=O)N1CCn2cc(C(F)(F)F)nc2C1
→ x	-16
- Cc1ccc(-c2cc(C(=O)N3CCN(Cc4ccco4)C[C@@H]3C(C)C)n[nH]2)o1
→ x	-54

An excerpt from above in order of their number in EP2 modulator, high to low.
SMILES	EP2 modulator
CN1[C@@H](C(=O)NCCCn2ccnc2)C[C@@H](c2ccc(F)cc2)NS1(=O)=O	7
COc1ccc(CN2CCC(CNC(=O)c3cnccn3)CC2)cc1	-17
CCc1c(C)sc2ncn3c(=O)n(CC(=O)N(C(C)C)C(C)C)nc3c12	-21
Cc1cc2c(cc3c(=O)n(CC(=O)N(C)CCCc4ccco4)nc(C)n32)o1	-24
COc1ccc(-c2nc3cnccn3c2NCc2ccc3c(c2)OCO3)cc1CO	-26
Cc1cc2c(s1)c1cnn(CC(=O)N3CCCC(C)C3)c(=O)c1n2C (centres undefined)	-29
Cc1ccc(-c2cc(C(=O)N3CCN(Cc4ccco4)C[C@@H]3C(C)C)n[nH]2)o1	-54

(next part)
Values run as follows: PGE2 EP2 inh	EP2 modulator
- CC[C@H](Cn1ncc2ccccc2c1=O)NC(=O)CN1C(=O)C2C3CCC(C3)C2C1=O (some centres undefined)
→ x	-14
- COc1ccc2cc(C)c3nn(CN(C)Cc4ccccc4)c(=O)n3c2c1
→ x	-5
- Cc1ccc(CNc2c(-c3ccco3)nc3cnccn23)cc1
→ x	-47
- NC(=O)c1ccccc1NC(=O)CN1CCC(O)(c2ccc(F)cc2)CC1
→ x	-13
- O=C(Cc1cccs1)N1CCCC(c2ncncc2-c2ccncc2)C1 (centres undefined)
→ x	-36
- COc1ccc([C@@H]2C[C@H](C(=O)Nc3ccc(C(C)O)cc3)N(C)S(=O)(=O)N2)cc1OC (some centres undefined)
→ x	5
- CC(C)(C)OC(=O)N1CCC[C@@H]([C@@H](O)c2ccc(F)cc2)C1
→ x	-55
- Cc1cc(-c2cncnc2C2CCCN(Cc3cscn3)C2)on1 (centres undefined)
→ x	-8
- C=CCn1c(N2CCC(C(=O)NCCOC)CC2)nc2ccccc21
→ x	-24
- CC(NC(=O)C(c1ccccc1)C1CCCCC1)c1nc(-c2cccnc2)n[nH]1 (centres undefined)
→ x	21
- Cc1sc2nc(C3CC3)n(C3CCN(C(=O)CCn4nccc4C)CC3)c(=O)c2c1C
→ x	-4
- COc1ccc(CC(=O)N2CCC(O)(c3ccccn3)CC2)cc1OC
→ x	-9
- Cc1cc(-c2cncnc2C2CCCN(C(=O)C3CC3)C2)on1 (centres undefined)
→ x	17
- COc1ccc(-c2nc3n(c2NC(C)(C)C)CCNC3)cc1
→ x	-94
- Cc1cc(-c2cncnc2C2CCCN(C(=O)Cc3ccc4c(c3)OCO4)C2)on1 (centres undefined)
→ x	6
- Cc1nc2c(-c3ccc(F)cc3)c(C)nn2c(NCCO)c1C
→ x	-28
- COc1ccc(C2(NC(=O)c3ccc(OC)c(Cn4cccn4)c3)CCCCC2)cc1
→ x	-8
- COC(=O)[C@H]1CCc2ccccc2N1C(=O)Cc1ccc(Cl)cc1
→ x	10
- Cc1sc2nc(C3CC3)n(C3CCN(C(=O)c4cccs4)CC3)c(=O)c2c1C
→ x	49
- CC(O)c1cccc(NC(=O)[C@H]2C[C@@H](c3cccs3)NS(=O)(=O)N2C)c1 (some centres undefined)
→ x	-17
- Cc1ncsc1C(=O)N1CCC[C@H](C(=O)c2cccs2)C1
→ x	-5
- CCC/C=C(\CCC)C(NC(=O)c1ccc(C(=O)OC)cc1)c1ccc(C(=O)OC)cc1 (centres undefined)
→ 10	x
- O=C1c2ccccc2S(=O)(=O)c2cc(N3CCC4(CC3)OCCO4)ccc21
→ 6	x
- C[C@H]1CCC[C@]2(O[C@H](CCO)C[C@@H](O)[C@@H]2O)O1
→ 6	x
- CCOC(=O)C[C@H]1c2ccc(C(F)(F)F)cc2S(=O)(=O)N1C(C)C
→ 8	x
- CC(C)C[C@H]1COCCS(=O)(=O)N1Cc1cccc(C(F)(F)F)c1
→ 17	x
- COc1ccc2[nH]c(=O)c(-c3nnn(-c4ccc(Cl)c(Cl)c4)n3)cc2c1
→ -5	x
- C=CC(C)(C)c1c(O)c(CC=C(C)C)c(O)c2c(=O)c3ccc(O)c(O)c3oc12
→ 13	x
- C[C@@H]1CC[C@]2(O[C@H](CCO)C[C@H](O)[C@H]2O)O1
→ 6	x
- COC(=O)C1=C(C(=O)OC)[C@@H]2N(C)c3ccc(OC)cc3[C@@]23C[C@@H](C(=O)OC)N(C(=O)c2ccco2)C3=N1
→ 15	x
- Cc1cc(-c2cc(C(=O)Nc3ccccc3)on2)nc(NC2CCCC2)n1
→ 1	x
- CO[C@H]1O[C@@H]2O[C@@]3(C)CC[C@H]4[C@H](C)CC[C@@H]([C@H]1C)[C@@]24OO3
→ 11	x
- O=C(O)/C=C/c1ccc(Cn2ccnc2)cc1
→ 17	x
- O=C(O)c1ccc(-c2noc(-c3ccccc3F)n2)cc1
→ 5	x
- CCCC/C=C/C(NC(=O)c1ccc(C(=O)OC)cc1)c1ccccc1 (centres undefined)
→ 18	x
- CCN1C(=O)[C@@H]2[C@H](C1=O)[C@@H]1CC(C(=O)OC)=C[C@@H](C(=O)OC)C3C1=C(C(=O)C3(CC)CC)[C@@H]2C (some centres undefined)
→ 4	x
- COC(=O)c1c(-c2ccc(OC)cc2)oc2ccc(-c3cc(OC)c(OC)c(OC)c3)cc12
→ 14	x
- COC(=O)C1=C(C(=O)OC)[C@@H]2Nc3ccccc3[C@@]23C[C@@H](C(=O)OC)N(C(=O)NC2CCCCC2)C3=N1
→ 19	x
- Cc1ccc(CN2C(=O)[C@@H]3Cc4c([nH]c5ccccc45)C(C)(C)N3C2=O)cc1
→ 11	x
- O=C(NCC1CC1)C1(C(F)(F)F)C/C(=C\Cc2ccccc2)CCCO1 (centres undefined)
→ 16	x
- CS(=O)(=O)c1ccc(CNC(=O)C2(C(F)(F)F)CC(CCCO)CCCO2)cc1 (centres undefined)
→ 0	x
- CC1(c2nnc(-c3ccncc3)o2)CC(c2ccccc2)=NO1 (centres undefined)
→ 14	x
- COc1ccc(C2NC(=O)N(CCCC(=O)O)C(C)=C2C(=O)OCc2ccccc2)cc1 (centres undefined)
→ 10	x
- COC(=O)c1c(-c2ccsc2)oc2ccc(-c3cc(OC)c(OC)c(OC)c3)cc12
→ 7	x
- COCC1=C(C(=O)OC(C)OC(=O)OC(C)C)N2C(=O)[C@@H](NC(=O)/C(=N\OC)c3csc(N)n3)[C@H]2SC1 (some centres undefined)
→ 11	x
- CCN1C(=O)N[C@@H](c2ccc(Br)cc2)C(C(C)=O)=C1C
→ 4	x
- CCc1nnc(SCc2ccc([N+](=O)[O-])cc2)nc1CC
→ 15	x
- Cc1ccc(Cn2c(CCNc3nc(-c4ccc(Cl)c([N+](=O)[O-])c4)cs3)nc3cc(C(=O)NCCCO)ccc32)cc1
→ 10	x
- CC(C)CCNC(=O)c1onc(CSc2ccccc2)c1C(=O)NCCC(C)C
→ 9	x
- NCC1CCC(C(=O)Oc2ccc(CCC(=O)O)cc2)CC1 (centres undefined)
→ 14	x
- Cc1ccc(Nc2[nH]c(=O)c3ccccc3c2C(=O)c2ccccc2)cc1
→ 10	x
- CC1=C(c2ccccc2)CCC1=O
→ 19	x
- O=C1c2ccccc2S(=O)(=O)c2cc(N3CCN(c4ccccc4)CC3)ccc21
→ 4	x
- Cc1ccccc1CN1C(=O)[C@@H]2Cc3c([nH]c4ccccc34)C(C)(C)N2C1=O
→ 5	x
- COC(=O)C1=C(C)N(Cc2ccco2)C(=O)N[C@@H]1c1ccc(Br)cc1
→ 2	x
- Nc1nc2c(nc(Br)n2[C@@H]2O[C@@H]3COP(=O)(O)O[C@H]3[C@H]2O)c(=O)[nH]1
→ 14	x
- O=C(NCc1ccccc1)c1onc(CSc2ccc(F)c(F)c2)c1C(=O)NCc1ccccc1
→ 7	x
- CC(C)=CCc1cc([C@@H]2CC(=O)c3ccc(O)c(CC=C(C)C)c3O2)ccc1O
→ 18	x
- OCCOCCn1c(C(CO)Nc2nc(-c3cccc(Br)c3)cs2)nc2ccccc21 (centres undefined)
→ 8	x
- Cc1ccccc1CN1[C@@H](Cc2ccccc2)COCCS1(=O)=O
→ 4	x

(more compounds)
Values run as follows: PGE2 EP2 inh	EP2 modulator
- CC(=O)O[C@@H]1[C@@H](O)[C@@H](O)[C@H](Oc2c(-c3ccc(O)cc3)oc3c(CC=C(C)C)c(O)cc(O)c3c2=O)O[C@H]1C
→ 19	x
- Cc1nnc(SCCN2C(=O)c3ccccc3C2=O)nc1C
→ 4	x
- CC#CCN1c2ccccc2[C@]23C[C@@H](C(=O)OC)N(C(=O)NC(C)(C)C)C2=NC(C(=O)OC)=C(C(=O)OC)[C@H]13
→ -3	x
- O=C(O)c1ccc(-c2noc(-c3ccccc3C(F)(F)F)n2)cc1
→ 14	x
- CC(=O)S[C@@H]1CC2=CC(=O)CC[C@]2(C)[C@H]2CC[C@@]3(C)[C@@H](CC[C@@]34CCC(=O)O4)[C@H]12
→ 17	x
- CCCCCCCCCCCCN1[C@@H](CC(=O)OC)c2cc(F)cc(F)c2S1(=O)=O
→ 5	x
- COCCN1C(=O)N[C@@H](c2cccc(C(F)(F)F)c2)[C@H](C(=O)OC)[C@H]1C
→ 17	x
- COC(=O)c1c(C)c(OC(=O)c2c(C)cc(O)c(C=O)c2O)cc(C)c1O
→ 22	x
- CCOC(=O)C1=C(C)N(CCCC(=O)O)C(=O)NC1c1cccs1 (centres undefined)
→ 27	x
